D1 mod: D1 dopamine receptor (human) allosteric modulation. P21728. HEK293 D1, CRE-luciferase, dopamine EC30 potentiation; actives deviate in either direction. B-score at 10 µM. 58,000 compounds, 5.9% hits;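 active = luminescence count or its row- and column-corrected plate score outside the 99.7% band of the plate's sample wells, on either side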
Target sequence (P21728 whole entry, looked up): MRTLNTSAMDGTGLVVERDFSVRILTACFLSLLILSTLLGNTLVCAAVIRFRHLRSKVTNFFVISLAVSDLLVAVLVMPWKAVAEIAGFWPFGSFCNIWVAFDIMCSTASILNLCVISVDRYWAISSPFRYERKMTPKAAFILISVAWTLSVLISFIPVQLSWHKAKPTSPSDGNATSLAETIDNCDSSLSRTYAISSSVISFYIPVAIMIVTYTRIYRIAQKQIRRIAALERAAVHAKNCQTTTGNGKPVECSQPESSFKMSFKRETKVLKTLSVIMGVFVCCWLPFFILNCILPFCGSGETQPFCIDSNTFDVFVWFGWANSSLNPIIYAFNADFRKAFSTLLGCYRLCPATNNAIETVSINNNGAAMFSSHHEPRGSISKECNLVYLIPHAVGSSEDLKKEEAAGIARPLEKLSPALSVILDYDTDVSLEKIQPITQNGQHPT
Hsp90 inh: displaces geldanamycin probe from tumor Hsp90. NCI-N417 lysate Hsp90, Cy3B-geldanamycin FP displacement. inhibition, % at 30 µM. 64,000 compounds, 0.35% hits. AID 429;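 active = inhibition above 50%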;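 also: 0% = tracer plus lysate wells and 100% = tracer alone without lysate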
Cdc25B inh: inhibitors of human Cdc25B phosphatase; P30305; AID 368; inhibition, %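 (compounds tested at 10 µM final in the well)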; recombinant Cdc25B, OMFP fluorescence Ex485/Em525; 65,000 compounds, 0.1% hits; in the data active = inhibition above about 50%
Her2 expr inh: Her2 kinase expression inhibition | P04626 | SKBR-3 HER2 protein level, AlphaScreen, 18-24 h; hits give low values | HER2 level % of control, % at 10 µM | 65,000 compounds, 0.69% hits | AID 645;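 active = HER2 level under 5% of the carrier-only control; inconclusive = no clear call, values can overlap the other calls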;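 also: 100% = DMSO carrier and 0% = 500 nM PU-H71 HSP90 inhibitor; lower value means stronger loss of Her2 protein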
FXIIa inh mix: blocks human factor XIIa in pooled compound mixtures; purified FXIIa, fluorogenic substrate; inhibition, % at 5 µM; 62,000 compounds, 0.2% hits; in the data active = inhibition above about 20%, passing the limit was not always enough;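 also: 0% = enzyme without compound and 100% = no enzyme blank; some results filed as inactive read as strong as hits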
TNAP act DEA: activates human TNAP at intermediate phosphate acceptor concentration; P05186; purified TNAP, CDP-star luminescence, 100 mM DEA, 30 min; hits give high values; scale: 0 levamisole-inhibited, 1 vehicle-only enzyme; activation factor at 20 µM; 64,000 tested, under 10 active; AID 813;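 active = activation factor of at least 2 at 20 µM, relative to controls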
DUSP1 inh: human dual specificity phosphatase 1 inhibition. P28562. recombinant MKP-1, OMFP hydrolysis fluorescence. inhibition, %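 (compounds tested at a single concentration somewhere between 10 and 100 µM)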. 65,000 compounds, 0.15% hits;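 active = inhibition above about 50%, limit read from the data; inconclusive = inhibition over screen mean plus 3 SD, below that limit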;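 also: 0% = DMSO max control wells and 100% = wells with enzyme stopped by NaOH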
SF-1 act: activates the human nuclear receptor SF-1; Q13285; CHO-K1 Gal4-SF-1 LBD luciferase reporter; % increase over DMSO SF-1-specific signal; activation, % at 10 µM; 65,000 compounds, 1.9% hits; AID 522;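 active = activation above the mean activation of all tested compounds plus 3 SD, cut at about 50% in these data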
Target sequence (Q13285 whole entry, looked up, the tested form may be a part): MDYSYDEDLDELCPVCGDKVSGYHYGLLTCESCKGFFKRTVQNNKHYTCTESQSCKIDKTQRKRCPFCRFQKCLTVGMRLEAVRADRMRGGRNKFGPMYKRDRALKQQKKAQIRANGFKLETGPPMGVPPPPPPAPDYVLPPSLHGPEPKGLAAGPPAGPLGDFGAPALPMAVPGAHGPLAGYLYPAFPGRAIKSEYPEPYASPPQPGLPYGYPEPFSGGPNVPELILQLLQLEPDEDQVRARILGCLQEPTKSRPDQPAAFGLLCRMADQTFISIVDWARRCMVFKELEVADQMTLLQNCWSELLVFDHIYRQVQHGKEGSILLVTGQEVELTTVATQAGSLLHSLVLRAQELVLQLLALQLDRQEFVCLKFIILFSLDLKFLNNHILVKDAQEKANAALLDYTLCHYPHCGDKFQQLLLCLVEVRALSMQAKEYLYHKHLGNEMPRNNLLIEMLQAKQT
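Compound – one dose, 10 µM compound, 1% DMSO · Test system – transient Gal4-SF-1 LBD reporter, CHO-K1 · Input – 4,000 cells in each well · Read-out basis – percent activation relative to DMSO median and mock-transfected background · Replicates – single measurement per compound · Technique – steady-glow luciferase luminescence, read after 15 min reagent incubation · Timing – 20 h compound treatment, 37 °C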
RORa activator: activates the human nuclear receptor RORA; P35398; CHO-K1 Gal4-RORA LBD luciferase reporter, luminescence; percent increase over mock-subtracted basal signal; activation, % at 10 µM; 65,000 compounds, 1.5% hits; AID 560;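 active = activation above the mean of all tested compounds plus 3 SD, cut at about 49% in these data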;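 also: 0% = DMSO-treated RORA cells and 100% = added signal equal to DMSO minus mock-transfected cells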
Numbers without * were called inactive. Compounds as they come, and some 8.9% of all compounds hit somewhere here.

Results for CC1(C)CC(=O)C(C=Nc2ccncc2)=C(O)C1 ?
D1 mod: 0.73; Hsp90 inh: -2; Cdc25B inh: 0; Her2 expr inh: 134; FXIIa inh mix: 13; TNAP act DEA: 0.9; DUSP1 inh: 3; SF-1 act: -2; RORa activator: -7

Results for CC(C)Cn1c(=O)c(C(=O)NCc2ccccn2)c(O)c2ccccc21 ?
D1 mod: 1.9; Hsp90 inh: -9; Cdc25B inh: 5; Her2 expr inh: 88; FXIIa inh mix: 11; TNAP act DEA: 1; DUSP1 inh: -20; SF-1 act: 11; RORa activator: 1

How did COc1ccccc1-c1nnc(SCC(=O)Nc2nc(-c3ccccc3)cs2)n1C do in these assays?
D1 mod: 2.9*; Hsp90 inh: -2; Cdc25B inh: 0; Her2 expr inh: 74; FXIIa inh mix: 3; TNAP act DEA: 1.1; DUSP1 inh: 5; SF-1 act: 24; RORa activator: 14

What do the screens show for `COc1cccc(NS(=O)(=O)c2ccc(Br)s2)c1`?
D1 mod: 0.88; Hsp90 inh: 0; Cdc25B inh: -7; Her2 expr inh: 89; FXIIa inh mix: 10; TNAP act DEA: 1; DUSP1 inh: -22; SF-1 act: 10; RORa activator: -5

Results for COc1ccccc1C(=O)N1CCN(C(=O)c2ccncc2)CC1 ?
D1 mod: -0.6; Hsp90 inh: 0; Cdc25B inh: -24; Her2 expr inh: 77; FXIIa inh mix: -7; TNAP act DEA: 0.9; DUSP1 inh: 2; SF-1 act: -20; RORa activator: -16

Results for COc1ccccc1NC(=O)C1=C(C)Nc2nc(-c3cccs3)nn2C1c1cccc(O)c1 (configuration not stated) ?
D1 mod: 0.61; Hsp90 inh: -3; Cdc25B inh: 14; Her2 expr inh: 65; FXIIa inh mix: 7; TNAP act DEA: 0.9; DUSP1 inh: 33; SF-1 act: 18; RORa activator: -1

How did CCOc1ccc(C2C=C(c3ccc(C)cc3)Nc3ncnn32)cc1 (configuration not stated) do in these assays?
D1 mod: -0.58; Hsp90 inh: -5; Cdc25B inh: 7; Her2 expr inh: 127; FXIIa inh mix: -18; TNAP act DEA: 1; DUSP1 inh: -8; SF-1 act: -3; RORa activator: 7

Results for O=C(CNS(=O)(=O)c1cccc(C(F)(F)F)c1)Nc1ccccc1F ?
D1 mod: -0.98; Hsp90 inh: -2; Cdc25B inh: 5; Her2 expr inh: 120; FXIIa inh mix: 4; TNAP act DEA: 1; DUSP1 inh: 5; SF-1 act: 11; RORa activator: -11

How did O=C(Nc1ccc(Br)cc1F)c1ccc2c(c1)N(Cc1ccccc1)C(=O)CS2=O (configuration not stated) do in these assays?
D1 mod: -0.83; Hsp90 inh: -2; Cdc25B inh: -3; Her2 expr inh: 92; FXIIa inh mix: -1; TNAP act DEA: 0.9; DUSP1 inh: inconclusive; SF-1 act: -1; RORa activator: 33

Results for O=C(CN1C(=O)c2cccc3cccc1c23)NCc1cccnc1 ?
D1 mod: -0.12; Hsp90 inh: -5; Cdc25B inh: 8; Her2 expr inh: 115; FXIIa inh mix: 9; TNAP act DEA: 1; DUSP1 inh: 6; SF-1 act: -15; RORa activator: -7

Results for COc1ccc(C2c3sc(=O)[nH]c3SC3C4CCC(C4)C23)cc1 (configuration not stated) ?
D1 mod: 16*; Hsp90 inh: -5; Cdc25B inh: 6; Her2 expr inh: 62; FXIIa inh mix: 3; TNAP act DEA: 0.9; DUSP1 inh: 3; SF-1 act: 0; RORa activator: 5

How did O=C(C(c1ccccc1)c1ccccc1)N1CCN(CC(O)COc2ccccc2)CC1 (configuration not stated) do in these assays?
D1 mod: -1.4; Hsp90 inh: 3; Cdc25B inh: -21; Her2 expr inh: 118; FXIIa inh mix: 4; TNAP act DEA: 0.9; DUSP1 inh: 11; SF-1 act: 3; RORa activator: -15

Results for COc1ccc(C(OC(=O)c2ccco2)C(=O)NCC2CCCO2)cc1 (configuration not stated) ?
D1 mod: 0.58; Hsp90 inh: -1; Cdc25B inh: -7; Her2 expr inh: 83; FXIIa inh mix: 8; TNAP act DEA: 0.9; DUSP1 inh: -5; SF-1 act: -7; RORa activator: 3

How did O=C(CCS(=O)(=O)Cc1ccccc1)NC1CCCCC1 do in these assays?
D1 mod: -0.67; Hsp90 inh: 0; Cdc25B inh: 1; Her2 expr inh: 65; FXIIa inh mix: 6; TNAP act DEA: 0.9; DUSP1 inh: 0; SF-1 act: -17; RORa activator: -21

How did O=C1CC(Nc2ccc(N3CCOCC3)cc2)C(=O)N1c1cccc(C(F)(F)F)c1 (configuration not stated) do in these assays?
D1 mod: 0.0028; Hsp90 inh: 11; Cdc25B inh: -13; Her2 expr inh: 104; FXIIa inh mix: -18; TNAP act DEA: 0.9; DUSP1 inh: 4; SF-1 act: 11; RORa activator: -3

Results for Cn1ncc2c1ncn1nc(CCc3ccccc3)nc21 ?
D1 mod: -0.58; Hsp90 inh: -1; Cdc25B inh: -3; Her2 expr inh: 88; FXIIa inh mix: 5; TNAP act DEA: 0.4; DUSP1 inh: -21; SF-1 act: 50*; RORa activator: 44

How did CCOC(=O)N1CCN(C(=O)CS(=O)(=O)c2cn(Cc3cccc(F)c3)c3ccccc23)CC1 do in these assays?
D1 mod: -0.38; Her2 expr inh: 84; SF-1 act: 19; RORa activator: -5

What do the screens show for `CC1(C)Cc2c(sc3c2c(=O)n(Cc2ccccc2)c2nncn32)CO1`?
D1 mod: 0.79; Hsp90 inh: 8; Cdc25B inh: 0; Her2 expr inh: 76; FXIIa inh mix: 10; TNAP act DEA: 0.9; DUSP1 inh: 16; SF-1 act: -6; RORa activator: -23

Results for O=C1CN2C(=Nc3ccc(Cl)cc3C2c2ccccc2)CN1 (configuration not stated) ?
D1 mod: -0.13; Hsp90 inh: -2; Cdc25B inh: -10; Her2 expr inh: 89; FXIIa inh mix: 11; TNAP act DEA: 0.9; DUSP1 inh: -5; SF-1 act: -2; RORa activator: 6

What do the screens show for `COc1ccccc1-n1c(SCC(=O)NC2CCCCC2)nc2c(c1=O)SCC2`?
D1 mod: -1.3; Hsp90 inh: -4; Cdc25B inh: -8; Her2 expr inh: 95; FXIIa inh mix: 1; TNAP act DEA: 1; DUSP1 inh: -2; SF-1 act: 12; RORa activator: -10

What do the screens show for `Cc1cc2c(c(=O)n1CCN(C)C)C(c1ccncc1)C(C#N)=C(N)O2` (configuration not stated)?
D1 mod: 0.49; Hsp90 inh: -4; Cdc25B inh: 5; Her2 expr inh: 121; FXIIa inh mix: 11; TNAP act DEA: 0.8; DUSP1 inh: -19; SF-1 act: -3; RORa activator: -7

What do the screens show for `COc1ccc2[nH]c(C)c(C(=O)CN3CCOCC3)c2c1`?
Hsp90 inh: -5; Cdc25B inh: -15; Her2 expr inh: 66; TNAP act DEA: 0.9; DUSP1 inh: -9; SF-1 act: 1; RORa activator: -16

How did Cc1ccc(C)c(N2CCN(CCCNC(=O)Cn3cc4c(n3)CCCCC4)CC2)c1 do in these assays?
D1 mod: -4.1; Hsp90 inh: 0; Cdc25B inh: -28; Her2 expr inh: 89; FXIIa inh mix: 4; TNAP act DEA: 0.9; DUSP1 inh: -19; SF-1 act: -7; RORa activator: 3

How did CCc1c(C)sc(NC(=O)c2cc(-c3cc(OC)ccc3OC)on2)c1C#N do in these assays?
D1 mod: 0.74; Hsp90 inh: -1; Cdc25B inh: -11; Her2 expr inh: 65; FXIIa inh mix: 9; TNAP act DEA: 0.9; DUSP1 inh: 11; SF-1 act: -10; RORa activator: -6

How did O=C(Cc1cn2ccsc2n1)Nc1nc2c(s1)CCCC2 do in these assays?
D1 mod: 0.039; Hsp90 inh: 0; Cdc25B inh: -5; Her2 expr inh: 98; FXIIa inh mix: 22; TNAP act DEA: 1; DUSP1 inh: 1; SF-1 act: -4; RORa activator: -5

Results for C(=N\n1cnnc1)/c1ccccn1 ?
Hsp90 inh: -3; Cdc25B inh: -35; Her2 expr inh: 95; TNAP act DEA: 0.9; DUSP1 inh: -15; SF-1 act: -8; RORa activator: -3

How did CCn1c(=O)c2c(nc(SCc3ccccn3)n2C)n(C)c1=O do in these assays?
D1 mod: 2.2; Hsp90 inh: 1; Cdc25B inh: -1; Her2 expr inh: 94; FXIIa inh mix: 8; TNAP act DEA: 0.9; DUSP1 inh: -32; SF-1 act: 14; RORa activator: -6

Results for O=C(O)C1(c2cccc(Cl)c2)CCC1 ?
D1 mod: 0.44; Hsp90 inh: 3; Cdc25B inh: -6; Her2 expr inh: 86; FXIIa inh mix: 2; TNAP act DEA: 0.9; DUSP1 inh: -28; SF-1 act: -20; RORa activator: -14

Results for CCCCNC(=O)OC(C)CNC(=O)Oc1cccc(C)c1 (configuration not stated) ?
D1 mod: -1.4; Hsp90 inh: -2; Cdc25B inh: 0; Her2 expr inh: 87; FXIIa inh mix: 6; TNAP act DEA: 0.8; DUSP1 inh: 0; SF-1 act: 1; RORa activator: 10

Results for COc1ccc(NC(=O)CSc2nccn2-c2ccccc2)c(OC)c1 ?
D1 mod: 0.026; Hsp90 inh: 1; Cdc25B inh: 15; Her2 expr inh: 102; FXIIa inh mix: 0; TNAP act DEA: 0.9; DUSP1 inh: 10; SF-1 act: -4; RORa activator: -16

Results for O=C(c1cccc(F)c1)N1CCc2ccccc21 ?
D1 mod: 1.1; Hsp90 inh: -8; Cdc25B inh: -9; Her2 expr inh: 133; FXIIa inh mix: 29; TNAP act DEA: 0.8; DUSP1 inh: -2

Results for COc1cccc(-c2cc(C(=O)Nc3cnn(Cc4ccccc4C)c3)no2)c1 ?
D1 mod: -0.36; Hsp90 inh: 3; Cdc25B inh: -13; Her2 expr inh: 93; FXIIa inh mix: 11; TNAP act DEA: 1; DUSP1 inh: 1; SF-1 act: 0; RORa activator: -7

How did CCN1C(=O)c2ccccc2S(=O)c2ccc(C(=O)N3CCCCCC3)cc21 (configuration not stated) do in these assays?
D1 mod: 1.1; Hsp90 inh: -3; Cdc25B inh: -8; Her2 expr inh: 81; FXIIa inh mix: 4; TNAP act DEA: 1; DUSP1 inh: -4; SF-1 act: 8; RORa activator: 12

What do the screens show for `CCOC(=O)c1ccccc1OCc1cc(/C=N/n2cncn2)ccc1OC`?
Hsp90 inh: -6; Cdc25B inh: -2; Her2 expr inh: 88; TNAP act DEA: 0.9; DUSP1 inh: -18; SF-1 act: 13; RORa activator: -15

How did CCOC(=O)CNC(=O)Nc1ccccc1C(=O)OC do in these assays?
D1 mod: -0.094; Hsp90 inh: 2; Cdc25B inh: 10; Her2 expr inh: 50; FXIIa inh mix: 3; TNAP act DEA: 0.8; DUSP1 inh: 5; SF-1 act: 1; RORa activator: 6

What do the screens show for `Cc1cc(NCCCN2CCOCC2)n2nc(C)c(-c3ccc(F)cc3)c2n1`?
D1 mod: -0.097; Hsp90 inh: 2; Cdc25B inh: -10; Her2 expr inh: 93; FXIIa inh mix: 8; TNAP act DEA: 0.9; DUSP1 inh: 5; SF-1 act: 0; RORa activator: 14

Among those listed so far, 2 have a cyano group.
What do the screens show for `Cc1cc2c(c(=O)n1CCN(C)C)C(c1ccncc1)C(C#N)=C(N)O2` (configuration not stated)?
D1 mod: 0.49; Hsp90 inh: -4; Cdc25B inh: 5; Her2 expr inh: 121; FXIIa inh mix: 11; TNAP act DEA: 0.8; DUSP1 inh: -19; SF-1 act: -3; RORa activator: -7

How did CCc1c(C)sc(NC(=O)c2cc(-c3cc(OC)ccc3OC)on2)c1C#N do in these assays?
D1 mod: 0.74; Hsp90 inh: -1; Cdc25B inh: -11; Her2 expr inh: 65; FXIIa inh mix: 9; TNAP act DEA: 0.9; DUSP1 inh: 11; SF-1 act: -10; RORa activator: -6
